MEP2 TOR yeast: yeast TOR pathway MEP2-GFP modulation; GFP response vs DMSO, % at 10 µM; S. cerevisiae MEP2-GFP strain, flow cytometry GFP, 3 h; 100% = DMSO control level; 0.51% of 330,000 active;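 active = GFP response versus DMSO above a set limit, roughly screen mean plus 3 SD, cut at about 180% in these data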;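 also: median GFP fluorescence of the barcode-gated MEP2-GFP cells per well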
CIT2 TOR yeast: yeast TOR pathway CIT2-GFP modulation. 0.065% of 320,000 active. S. cerevisiae CIT2-GFP strain, flow cytometry, 3 h; 100 means same as DMSO wells. GFP response vs DMSO, % at 10 µM;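 active = GFP response relative to DMSO above a set limit, near the screen mean plus 3 SD, cut at about 150% in these data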;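 also: ratio of well median GFP fluorescence to mean of DMSO wells on the plate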
AGP1-GFP MLPCN: modulators of TOR pathway AGP1-GFP in S. cerevisiae. GFP response vs DMSO, % at 10 µM. 0.02% of 320,000 active. S. cerevisiae AGP1-GFP multiplex flow cytometry, 3 h; GFP as percent of DMSO wells. AID 2066;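 active = GFP response relative to DMSO above a set limit, near screen average plus 3 SD, cut at about 150% in these data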;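 also: median GFP channel fluorescence of the gated AGP1 strain per well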
LAP4 TOR yeast: alters LAP4-GFP fluorescence in TOR pathway yeast screen; S. cerevisiae LAP4-GFP multiplex, flow cytometry GFP, 3 h; median GFP as percent of DMSO wells; GFP response vs DMSO, % at 10 µM; 0.34% of 320,000 active;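 active = GFP response vs DMSO above a set limit, about the screen mean plus 3 SD, cut at about 150% in these data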
proCasp7 act: activates human procaspase-7, counter-screen for procaspase-3 activators; P55210; activation, % at 8.5 µM; recombinant procaspase-7, Ac-DEVD-pNA absorbance 405 nm; D23A/D198A/D206A triple mutant, cannot self-cleave; scale: DMSO 0, 5 µM enzyme 100; 0.093% of 330,000 active;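 active = percent activation above the screen-wide mean plus 3 SD, cut at about 25% in these data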
Target sequence (P55210 whole entry D23A/D198A/D206A): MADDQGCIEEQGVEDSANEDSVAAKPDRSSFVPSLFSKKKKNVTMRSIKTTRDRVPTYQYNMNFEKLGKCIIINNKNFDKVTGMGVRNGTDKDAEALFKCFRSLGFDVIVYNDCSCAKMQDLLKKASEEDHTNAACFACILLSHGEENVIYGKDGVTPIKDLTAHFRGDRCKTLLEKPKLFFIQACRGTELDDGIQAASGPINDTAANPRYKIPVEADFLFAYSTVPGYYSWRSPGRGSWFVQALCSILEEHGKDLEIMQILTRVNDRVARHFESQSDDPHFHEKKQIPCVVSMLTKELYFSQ
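Material: Procaspase-7 triple mutant (PC-7 D3A) | Quantity: 2 µM procaspase-7 mutant as dispensed | Reagent: DEVD-pNA substrate | Times: 1 h preincubation, 2 h reaction | Technique: 405 nm absorbance of p-nitroaniline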
RPL19A-GFP yeast: alters RPL19A-GFP fluorescence in TOR pathway yeast screen; S. cerevisiae RPL19A-GFP strain, flow cytometry, 3 h; hits give low values; percent response vs DMSO, % at 10 µM; 0.3% of 330,000 active; AID 2025;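 active = percent response vs DMSO below 50%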;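 also: median channel GFP fluorescence of the barcoded RPL19A-GFP strain; ratio of sample median GFP to plate DMSO average so 100% = DMSO; lower means less RPL19A-GFP as with rapamycin TOR inhibition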
procasp3 activ: activators of human procaspase-3 | 0.11% of 330,000 active | recombinant procaspase-3 D3A, Ac-DEVD-pNA absorbance 405 nm | P42574 | activation, % at 8.5 µM;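 active = activation above the mean of all tested compounds plus 3 SD, cut at about 21% in these data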;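 also: 0% = DMSO alone and 100% = DMSO wells spiked with extra 5 µM PC-3 D3A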
Target sequence (P42574 whole entry D9A/D28A/D175A): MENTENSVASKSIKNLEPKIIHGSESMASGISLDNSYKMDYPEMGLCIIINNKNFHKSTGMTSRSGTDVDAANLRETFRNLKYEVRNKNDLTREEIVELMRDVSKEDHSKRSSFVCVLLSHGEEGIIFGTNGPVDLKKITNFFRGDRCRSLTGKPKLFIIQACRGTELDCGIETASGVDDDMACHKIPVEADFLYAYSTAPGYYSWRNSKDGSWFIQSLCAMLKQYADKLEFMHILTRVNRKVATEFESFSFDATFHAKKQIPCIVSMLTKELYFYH
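assay system = Procaspase-3 D3A mutant | signal = absorbance at 405 nm, 0 and 120 min | times = 1 h preincubation plus 2 h reaction at 25 °C | repeats = single replicate | read-out = % activation between DMSO and enzyme-spiked controls | medium = Zinc-free HEPES saline buffer with Triton X-100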
AHR activator: activates the human aryl hydrocarbon receptor; P35869; AHR-responsive luciferase reporter cells, luminescence; activation, % at 5 µM; 2.5% of 320,000 active; AID 2796; in the data active = activation above about 47%;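 also: 0% = vehicle wells and 100% = reference agonist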
Numbers without * were called inactive.

CCOc1ccc(N2C(=O)CC(SC(=NC)Nc3cccc(F)c3)C2=O)cc1 (stereo not drawn) was read as MEP2 TOR yeast 101.1, CIT2 TOR yeast 92.0, AGP1-GFP MLPCN 93.1, LAP4 TOR yeast 90.2, proCasp7 act -0.3, RPL19A-GFP yeast 102.0, procasp3 activ -6.0 and AHR activator 5.7.
Screening O=C1CCN(C(=O)Nc2ccccc2)N1 returned MEP2 TOR yeast 99.3, CIT2 TOR yeast 92.7, AGP1-GFP MLPCN 93.1, LAP4 TOR yeast 100.5, proCasp7 act -35.2, RPL19A-GFP yeast 96.2, procasp3 activ -5.2 and AHR activator 3.8.
O=C(NC1CCCCC1)c1cc2cc(Br)ccc2o1 was read as MEP2 TOR yeast 107.9, CIT2 TOR yeast 97.9, AGP1-GFP MLPCN 88.6, LAP4 TOR yeast 100.2, proCasp7 act -6.3, RPL19A-GFP yeast 97.7, procasp3 activ 7.1 and AHR activator -1.7.
CC1CCN(S(=O)(=O)N2CCC(C(=O)NCc3cccs3)CC2)CC1 was read as MEP2 TOR yeast 97.3, CIT2 TOR yeast 112.7, AGP1-GFP MLPCN 118.5, LAP4 TOR yeast 97.6, proCasp7 act 1.4, RPL19A-GFP yeast 113.4, procasp3 activ 10.4 and AHR activator -1.4.
`COc1ccc(C(=O)N[C@H](C(=O)NCc2ccccc2)C(C)C)cc1` gave MEP2 TOR yeast 105.5, CIT2 TOR yeast 95.2, AGP1-GFP MLPCN 103.3, LAP4 TOR yeast 88.1, proCasp7 act 10.2, RPL19A-GFP yeast 103.3, procasp3 activ -0.8 and AHR activator -0.7.
For O=C(Cc1cccc(C(F)(F)F)c1)Nc1ccccc1 the results were MEP2 TOR yeast 103.0, CIT2 TOR yeast 108.1, AGP1-GFP MLPCN 93.8, LAP4 TOR yeast 120.4, proCasp7 act -9.3, RPL19A-GFP yeast 95.2, procasp3 activ -1.4 and AHR activator 5.5.
Screening CC(C)(C)NC(=O)NC(=O)CSc1nnc(COc2ccccc2Cl)o1 returned MEP2 TOR yeast 108.2, CIT2 TOR yeast 107.9, AGP1-GFP MLPCN 102.3, LAP4 TOR yeast 100.4, proCasp7 act 4.1, RPL19A-GFP yeast 104.5, procasp3 activ 5.2 and AHR activator 0.6.
Cc1cc(S(=O)(=O)Nc2cccc(O)c2)c(C)s1 was read as MEP2 TOR yeast 110.5, CIT2 TOR yeast 100.3, AGP1-GFP MLPCN 106.0, LAP4 TOR yeast 99.7, proCasp7 act 2.9, RPL19A-GFP yeast 98.2, procasp3 activ 2.4 and AHR activator 1.7.
For Cn1c(=O)c2c(ncn2CCC(=O)N/N=C/c2ccncc2)n(C)c1=O the results were MEP2 TOR yeast 104.3, CIT2 TOR yeast 114.7, AGP1-GFP MLPCN 113.2, LAP4 TOR yeast 131.6, proCasp7 act 2.3, RPL19A-GFP yeast 105.5, procasp3 activ -3.6 and AHR activator 1.5.
`COc1ccc(N(Cc2cc3cc(OC)ccc3[nH]c2=O)S(C)(=O)=O)cc1` gave MEP2 TOR yeast 102.8, CIT2 TOR yeast 114.4, AGP1-GFP MLPCN 111.2, LAP4 TOR yeast 112.7, proCasp7 act -4.4, RPL19A-GFP yeast 104.2, procasp3 activ -0.3 and AHR activator 17.2.
CCOC(=O)C1CCN(C(=O)c2ccc3c(=O)n4nc(Nc5cc(C)ccc5C)sc4nc3c2)CC1 was read as MEP2 TOR yeast 106.5, CIT2 TOR yeast 113.4, AGP1-GFP MLPCN 109.0, LAP4 TOR yeast 111.8, proCasp7 act 3.3, RPL19A-GFP yeast 106.8, procasp3 activ 4.5 and AHR activator 6.9.
CC(C)N=c1scc(-c2cccs2)n1/N=C/c1ccc(O)c(O)c1O was read as MEP2 TOR yeast 94.2, CIT2 TOR yeast 89.9, AGP1-GFP MLPCN 99.9, LAP4 TOR yeast 121.7, proCasp7 act -22.0, RPL19A-GFP yeast 96.2, procasp3 activ -14.8 and AHR activator 3.2.
Screening CC1c2cc3c(cc2CCN1CC(=O)Nc1ccc(S(=O)(=O)N2CCCC2)cc1)OCCCO3 (stereo not drawn) returned MEP2 TOR yeast 90.5, CIT2 TOR yeast 93.7, AGP1-GFP MLPCN 97.8, LAP4 TOR yeast 104.7, proCasp7 act -0.1, RPL19A-GFP yeast 94.7, procasp3 activ 0.7 and AHR activator 2.1.
CCCCCc1cc(=O)oc2c(C(CCN3CCCCC3)c3ccc(OC)cc3)c(OC)cc(OC)c12 (stereo not drawn) was read as MEP2 TOR yeast 104.5, CIT2 TOR yeast 97.5, AGP1-GFP MLPCN 106.0, LAP4 TOR yeast 97.0, proCasp7 act 1.3, RPL19A-GFP yeast 102.2, procasp3 activ 4.9 and AHR activator 0.2.
Screening Cc1cc(C(=O)CSc2nncs2)c(C)n1-c1ccc2c(c1)OCO2 returned MEP2 TOR yeast 97.7, CIT2 TOR yeast 92.2, AGP1-GFP MLPCN 95.7, LAP4 TOR yeast 101.3, proCasp7 act -13.9, RPL19A-GFP yeast 98.5, procasp3 activ -3.2 and AHR activator 4.0.
`O=C(O)CCCn1nc(-c2ccccc2)c2ccccc21` gave MEP2 TOR yeast 101.0, CIT2 TOR yeast 110.0, AGP1-GFP MLPCN 99.8, LAP4 TOR yeast 123.7, proCasp7 act 8.0, RPL19A-GFP yeast 97.7, procasp3 activ -3.5 and AHR activator -0.6.
`O=C(CSc1nnc2ccc(-c3ccccn3)nn12)Nc1ccc(F)cc1F` gave MEP2 TOR yeast 104.2, CIT2 TOR yeast 102.6, AGP1-GFP MLPCN 102.4, LAP4 TOR yeast 99.3, proCasp7 act -1.2, RPL19A-GFP yeast 97.2, procasp3 activ 2.9 and AHR activator 0.8.
Screening CC(=O)Nc1ccc(S(=O)(=O)c2ccc(N)cc2)cc1 returned MEP2 TOR yeast 100.4, CIT2 TOR yeast 100.3, AGP1-GFP MLPCN 100.6, LAP4 TOR yeast 106.1, proCasp7 act 9.0, RPL19A-GFP yeast 102.3, procasp3 activ 8.7 and AHR activator -1.9.
Screening N#C/C(=C\c1ccc(F)cc1F)S(=O)(=O)c1ccccn1 returned MEP2 TOR yeast 86.3, CIT2 TOR yeast 79.2, AGP1-GFP MLPCN 94.1, LAP4 TOR yeast 109.3, proCasp7 act -4.3, RPL19A-GFP yeast 97.7, procasp3 activ -0.8 and AHR activator 4.5.
C[C@]12c3[nH]c4ccccc4c3CCN1C(=O)C(CC(=O)NCCc1ccccn1)C[C@@H]2C(=O)N1CCCCC1 (stereo partly drawn) was read as MEP2 TOR yeast 87.2, CIT2 TOR yeast 87.1, AGP1-GFP MLPCN 92.8, LAP4 TOR yeast 85.0, proCasp7 act 4.5, RPL19A-GFP yeast 90.0, procasp3 activ 11.4 and AHR activator 0.4.
For COc1ccccc1N(C(=O)c1snc(C(N)=O)c1N)C(C(=O)NC1CCCCC1)c1cccc(OC)c1OC (stereo not drawn) the results were MEP2 TOR yeast 105.1, CIT2 TOR yeast 109.1, AGP1-GFP MLPCN 108.0, LAP4 TOR yeast 92.4, proCasp7 act 37.1*, RPL19A-GFP yeast 107.0, procasp3 activ 14.0 and AHR activator -0.6.
`CC1CCC2(CC1)NC(=O)N(CC(=O)NCc1ccc3c(c1)OCO3)C2=O` (stereo not drawn) gave MEP2 TOR yeast 99.8, CIT2 TOR yeast 98.4, AGP1-GFP MLPCN 108.2, LAP4 TOR yeast 113.0, proCasp7 act 2.8, RPL19A-GFP yeast 99.8, procasp3 activ 6.8 and AHR activator -1.0.
Screening CCn1c(SCC(=O)c2cc(C)n(-c3ccc(C(=O)OC)cc3)c2C)nnc1-c1cccnc1 returned MEP2 TOR yeast 106.0, CIT2 TOR yeast 103.1, AGP1-GFP MLPCN 107.8, LAP4 TOR yeast 92.7, proCasp7 act 1.7, RPL19A-GFP yeast 100.0, procasp3 activ 11.9 and AHR activator -3.6.
Screening CC1CCN(c2oc(Cc3cccc4ccccc34)nc2C#N)CC1 returned MEP2 TOR yeast 91.5, CIT2 TOR yeast 81.9, AGP1-GFP MLPCN 87.5, LAP4 TOR yeast 91.5, proCasp7 act 3.7, RPL19A-GFP yeast 84.8, procasp3 activ -2.5 and AHR activator 1.1.

By substructure: those above with an NH in an aromatic ring (two)
`COc1ccc(N(Cc2cc3cc(OC)ccc3[nH]c2=O)S(C)(=O)=O)cc1` gave MEP2 TOR yeast 102.8, CIT2 TOR yeast 114.4, AGP1-GFP MLPCN 111.2, LAP4 TOR yeast 112.7, proCasp7 act -4.4, RPL19A-GFP yeast 104.2, procasp3 activ -0.3 and AHR activator 17.2.
C[C@]12c3[nH]c4ccccc4c3CCN1C(=O)C(CC(=O)NCCc1ccccn1)C[C@@H]2C(=O)N1CCCCC1 (stereo partly drawn) was read as MEP2 TOR yeast 87.2, CIT2 TOR yeast 87.1, AGP1-GFP MLPCN 92.8, LAP4 TOR yeast 85.0, proCasp7 act 4.5, RPL19A-GFP yeast 90.0, procasp3 activ 11.4 and AHR activator 0.4.

Following part:
Cc1ccc(CC(=O)NCc2ccc3c(c2)OCO3)cc1 was read as MEP2 TOR yeast 112.1, CIT2 TOR yeast 108.5, AGP1-GFP MLPCN 113.1, LAP4 TOR yeast 112.3, proCasp7 act 10.5, RPL19A-GFP yeast 104.0, procasp3 activ 0.1 and AHR activator 1.8.
Screening Cc1ccccc1C(=O)N1CCN(c2ccc(NC(=O)Cc3ccccc3)cc2)CC1 returned MEP2 TOR yeast 97.0, CIT2 TOR yeast 109.8, AGP1-GFP MLPCN 109.7, LAP4 TOR yeast 111.8, proCasp7 act -1.7, RPL19A-GFP yeast 102.5, procasp3 activ 2.4 and AHR activator -3.2.
CS(=O)(=O)c1cnc(-c2ccccc2)nc1-c1ccc(Cl)c(Cl)c1 was read as MEP2 TOR yeast 98.9, CIT2 TOR yeast 100.3, AGP1-GFP MLPCN 99.8, LAP4 TOR yeast 95.8, proCasp7 act -3.0, RPL19A-GFP yeast 100.1, procasp3 activ -0.3 and AHR activator -4.9.
For NC(=O)CN1C(=O)NC2(CCOc3ccccc32)C1=O (stereo not drawn) the results were MEP2 TOR yeast 104.4, CIT2 TOR yeast 102.6, AGP1-GFP MLPCN 96.4, LAP4 TOR yeast 93.2, proCasp7 act -6.5, RPL19A-GFP yeast 104.0, procasp3 activ -0.8 and AHR activator 0.8.
O=C(Cn1cc([N+](=O)[O-])cn1)Nc1nccs1 was read as MEP2 TOR yeast 91.5, CIT2 TOR yeast 92.2, AGP1-GFP MLPCN 99.3, LAP4 TOR yeast 106.4, proCasp7 act -8.2, RPL19A-GFP yeast 94.5, procasp3 activ 1.3 and AHR activator -0.6.
`CC1(C)CC(=O)C(C=NCC2CCCO2)=C(O)C1` (stereo not drawn) gave MEP2 TOR yeast 97.2, CIT2 TOR yeast 87.8, AGP1-GFP MLPCN 98.2, LAP4 TOR yeast 89.2, proCasp7 act -3.2, RPL19A-GFP yeast 96.6, procasp3 activ 2.5 and AHR activator 0.7.
`O=C(NCc1cccnc1)C(=O)NCC1OCCCN1S(=O)(=O)c1ccc(F)cc1` (stereo not drawn) gave MEP2 TOR yeast 93.6, CIT2 TOR yeast 91.2, AGP1-GFP MLPCN 107.4, LAP4 TOR yeast 105.7, proCasp7 act 7.5, RPL19A-GFP yeast 91.7, procasp3 activ -0.2 and AHR activator -0.2.
For O=C(NCCN1CCOCC1)C12CC3CC(C1)CC(c1ccccc1)(C3)C2 the results were MEP2 TOR yeast 100.0, CIT2 TOR yeast 104.7, AGP1-GFP MLPCN 102.2, LAP4 TOR yeast 106.2, proCasp7 act 7.0, RPL19A-GFP yeast 97.1, procasp3 activ -5.1 and AHR activator -0.8.

Source: PubChem (several laboratories)
